Screening data from PubChem.
Thrombin inh: blocks human thrombin protease activity | alpha-thrombin, Boc-VPR-AMC fluorogenic substrate cleavage | inhibition, % at 5 µM | hit rate 0.26% among 220,000 | AID 1046;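 active = inhibition at or above 40%; inactive = inhibition below 40%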;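 note: 0% = enzyme with no compound and 100% = wells without enzyme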
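Test system: human alpha-thrombin protein / Dosing: one concentration per compound, 5 µM, with 0.2% DMSO / Medium: pH 7.5 Tris-saline with Tween 20 / Benchmarks: no-compound enzyme wells and no-enzyme blanks / Read-out basis: percent inhibition of thrombin substrate cleavage / Timing: reaction at room temperature / Measured by: fluorescence, ex 355 nm, em 460 nm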
PPC-1+TRAIL kill: compounds killing PPC-1 cancer cells with TRAIL present (potentiator screen, no TRAIL-free arm); PPC-1 cells + TRAIL, ATPLite viability luminescence; AID 1443; hit rate 0.41% among 220,000; cell killing (% activity), % at 4 µM;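 active = cell killing above 50% in the first pass at 4 µM, then a duplicate retest at 5 µM averaging 50% or more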;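 note: plate controls were cells with TRAIL plus DMSO for no effect and medium-only wells lacking cells for full effect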
EBV gp42 block: EBV gp42 inhibition; Fluorescence polarization binding assay, mP read-out; inhibition, % (tested at 21.74 µM); hit rate 0.42% among 220,000; in the data active = inhibition above about 50%
Target sequence (Q1HVG2 whole entry, looked up): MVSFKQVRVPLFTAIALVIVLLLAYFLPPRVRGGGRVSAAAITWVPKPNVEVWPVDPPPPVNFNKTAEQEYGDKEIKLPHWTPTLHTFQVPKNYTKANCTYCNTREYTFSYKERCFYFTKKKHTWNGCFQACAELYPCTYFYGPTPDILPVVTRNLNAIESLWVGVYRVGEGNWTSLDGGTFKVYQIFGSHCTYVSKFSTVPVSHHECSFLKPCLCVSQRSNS
Furin inh: inhibitors of human furin | P09958 | purified furin, fluorogenic substrate cleavage | inhibition, % at 30 µM | hit rate 0.061% among 220,000; in the data active = inhibition above about 25%; note: inactives centre near -15
m-calpain inh: inhibitors of pig calpain II; purified calpain II, fluorogenic peptide substrate, 30 min; inhibition, % at 16 µM; hit rate 0.37% among 220,000; AID 1236;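 active = inhibition above about 50%, limit read from the data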
TRPML3 ag: human mucolipin-3 channel agonism; activation, % at 3 µM; HEK293 TRPML3-YFP, Fluo-8 calcium fluorescence; 100% = the carbachol control signal; hit rate 0.29% among 220,000;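 active = activation above its plate's cutoff, the mean activation of the plate's test wells plus 3 SD, cut at about 12% in these data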;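 note: 0% = DMSO only wells and 100% = carbachol wells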
Target sequence (Q8TDD5 whole entry, looked up): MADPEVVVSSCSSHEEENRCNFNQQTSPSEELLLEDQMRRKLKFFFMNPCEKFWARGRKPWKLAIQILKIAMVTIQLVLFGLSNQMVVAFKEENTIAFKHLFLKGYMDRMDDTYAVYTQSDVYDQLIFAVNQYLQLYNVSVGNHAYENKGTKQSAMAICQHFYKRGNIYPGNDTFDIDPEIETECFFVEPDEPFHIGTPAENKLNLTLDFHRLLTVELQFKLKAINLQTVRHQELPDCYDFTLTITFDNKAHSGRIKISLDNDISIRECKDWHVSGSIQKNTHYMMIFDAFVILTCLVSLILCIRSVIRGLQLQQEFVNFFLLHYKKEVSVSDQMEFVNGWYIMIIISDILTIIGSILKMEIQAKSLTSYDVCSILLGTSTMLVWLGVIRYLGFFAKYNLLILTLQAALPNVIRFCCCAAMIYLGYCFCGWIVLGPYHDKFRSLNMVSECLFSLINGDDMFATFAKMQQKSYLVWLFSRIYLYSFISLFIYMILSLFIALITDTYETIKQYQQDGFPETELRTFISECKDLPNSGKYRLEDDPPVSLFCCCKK
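Material: HEK293 cells stably carrying human TRPML3-YFP; compound dosing: single dose, 3 µM final nominal compound, 0.3% DMSO final; incubation: 1-h 37 °C dye load, 5-s basal, 120-s post-compound reads; technique: Fluo-8 intracellular calcium fluorescence, excitation 470-495 nm, emission 515-575 nm; read-out basis: percent activation from peak-to-basal fluorescence ratio, scaled between DMSO and carbachol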
TRPN1 ag: zebrafish TRPN1 (NompC) channel agonism. HEK293 zebrafish TRPN1-YFP, Fluo-8 calcium fluorescence; 100% = response to 87 µM carbachol. activation, % at 3 µM. hit rate 0.18% among 220,000;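 active = activation above its plate's cutoff, the mean activation of test wells on that plate plus 3 SD, cut at about 19% in these data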;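 note: 0% = DMSO alone and 100% = 87 µM carbachol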
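System: zebrafish TRPN1-YFP in HEK293 cells / Dosing: 3 µM single point / Timing: dye loading 1 h at 37 °C, then 30 min room temperature / Signal: Fluo-8 calcium fluorescence, excitation 470-495 nm, emission 515-575 nm / Read-out basis: percent activation from peak over basal fluorescence ratio, control-normalized / Control set: high carbachol 87 µM, low DMSO alone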
TbHK1 inh: T. brucei hexokinase 1 inhibition | recombinant TbHK1, G6PDH-coupled NADH A340 | AID 1430 | inhibition, % at 10 µM | hit rate 0.11% among 220,000;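 active = inhibition of 50% or more in the single-dose primary screen; inactive = inhibition below 50%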
Cl transport mod: modulators of human KCC2 chloride dependent transport; AID 1456; Q9H2X9; KCC2 cells, thallium flux FluoZin-2 fluorescence; hit rate 2.2% among 190,000; B-score of Tl+ flux slope (higher = more flux/activation; lower = inhibition) at 10 µM;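 active = thallium flux slope and its plate-corrected score both differing from the plate sample mean at a set confidence after two filtering rounds, in either direction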;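 note: slope of fluorescence scaled to starting intensity during 10 to 20 s after thallium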
Active calls of the source: *; · = not tested or not shown; [ ] = another dose, or the depositor's remark.

A first look (six entries):
1. Cc1[nH]n(-c2ccccc2)c(=S)c1C=NCCCN=Cc1c(C)[nH]n(-c2ccccc2)c1=S
2. COc1ccc(S(=O)(=O)Nc2ccccn2)cc1C
3. Cc1cccc(-n2c(=S)[nH]c3nc4c(cc3c2=O)COC(C)(C)C4)c1
4. CCCn1c(SCC(=O)NCC2CCCO2)nc2c1c(=O)n(C)c(=O)n2C (centres undefined)
5. CCn1cc(C(=O)NCc2ccco2)c(=O)c2cc(S(=O)(=O)N3CCc4ccccc4C3)ccc21
6. Cc1cc(/C=C2\SC(=S)N(C)C2=O)c(C)n1-c1cccc(O)c1
Assay by compound	1	2	3	4	5	6
Thrombin inh	-4	6	-1	5	-1	5
PPC-1+TRAIL kill	8	13	0	16	20	6
EBV gp42 block	-2	1	-15	-11	-25	25
Furin inh	-19	6	-18	-14	-8	4
m-calpain inh	-15	28	0	-1	-198	9
TRPML3 ag	0.9	0.4	0.2	0.8	-0.1	-0.2
TRPN1 ag	0.6	0.5	1.0	-1.6	-1.6	0.1
TbHK1 inh	-2	-1	-8	1	-18	-6
Cl transport mod	-0.23	0.62	-0.038	0.43	-2.2	-0.2

This part in full, from the start:
1. Cc1[nH]n(-c2ccccc2)c(=S)c1C=NCCCN=Cc1c(C)[nH]n(-c2ccccc2)c1=S
2. COc1ccc(S(=O)(=O)Nc2ccccn2)cc1C
3. Cc1cccc(-n2c(=S)[nH]c3nc4c(cc3c2=O)COC(C)(C)C4)c1
4. CCCn1c(SCC(=O)NCC2CCCO2)nc2c1c(=O)n(C)c(=O)n2C (centres undefined)
5. CCn1cc(C(=O)NCc2ccco2)c(=O)c2cc(S(=O)(=O)N3CCc4ccccc4C3)ccc21
6. Cc1cc(/C=C2\SC(=S)N(C)C2=O)c(C)n1-c1cccc(O)c1
Assay by compound	1	2	3	4	5	6
Thrombin inh	-4	6	-1	5	-1	5
PPC-1+TRAIL kill	8	13	0	16	20	6
EBV gp42 block	-2	1	-15	-11	-25	25
Furin inh	-19	6	-18	-14	-8	4
m-calpain inh	-15	28	0	-1	-198	9
TRPML3 ag	0.9	0.4	0.2	0.8	-0.1	-0.2
TRPN1 ag	0.6	0.5	1.0	-1.6	-1.6	0.1
TbHK1 inh	-2	-1	-8	1	-18	-6
Cl transport mod	-0.23	0.62	-0.038	0.43	-2.2	-0.2

7. CCC(=O)N1CCN(c2ccccc2NC(=O)Cc2ccccc2)CC1
8. CN1CCN(c2cc(=O)n(Cc3ccc(F)cc3)c(=O)[nH]2)CC1
9. Nc1cc(-c2ccco2)no1
10. CC(C)CNC(=O)CC(=O)N/N=C/c1cccs1
11. O=C(NCc1cccnc1)C1CC(=O)N(C2CCCCC2)C1 (centres undefined)
12. C=CCn1c(CCCNC(=O)CCC)nc2ccccc21
Assay by compound	7	8	9	10	11	12
Thrombin inh	-4	1	-6	0	4	0
PPC-1+TRAIL kill	-2	19	·	7	7	26
EBV gp42 block	0	1	8	-15	-22	2
Furin inh	-13[20 µM]	-14	-19	-31	-1	2[20 µM]
m-calpain inh	0	-24	-26	7	17	-8
TRPML3 ag	0.0	-0.4	0.6	1.3	0.8	1.3
TRPN1 ag	-0.9	-0.2	-0.6	1.2	1.6	1.1
TbHK1 inh	-6	5	2	-8	3	-1
Cl transport mod	·	·	0.8	-0.46	-0.34	-0.49

13. O=C(Nc1nnc(-c2ccc(Cl)cc2)o1)C1CCCCC1
14. CN1/C(=C/C(=O)c2ccc(Cl)cc2)Sc2cc3c(cc21)OCO3
15. COc1ccc(CC(=O)Nc2c3c(nn2C(C)(C)C)CS(=O)C3)cc1 (centres undefined)
16. Cn1c(=O)c2c(nc(NCCc3ccccc3)n2CC(=O)NCCc2ccccc2)n(C)c1=O
17. COC(=O)C1C(c2ccc(N(C)C)cc2)C(C(=O)OC)S(=O)(=O)CS1(=O)=O (centres undefined)
18. CCOC(=O)c1c(C)c(C(=O)O)n(C)c1C
Assay by compound	13	14	15	16	17	18
Thrombin inh	-6	-5	-4	-2	-1	-2
PPC-1+TRAIL kill	4	23	24	-8	4	10
EBV gp42 block	-17	-7	-19	-2	-16	-8
Furin inh	-37	-15	-25	-14[20 µM]	-19	-17
m-calpain inh	-4	32	-10	-18	-13	2
TRPML3 ag	·	0.8	0.2	0.5	2.4	-0.4
TRPN1 ag	·	0.3	0.2	0.9	2.1	0.3
TbHK1 inh	0	0	0	8	-2	16
Cl transport mod	5.3*	-0.016	·	-0.47	0.37	0.00069

19. COc1ccc(OCC(O)CN2CCCCCC2)cc1 (centres undefined)
20. COc1ccccc1C(=O)NNC(=O)c1ccccc1F
21. C=CCN(C#N)c1nc(OC)nc(N2CCCC2)n1
22. COc1ccc(/C=N/N=C2/C(=O)Nc3ccccc32)cc1O
23. CC(C)C[C@H](NC(=O)c1nc[nH]c1C(=O)N(C)Cc1ccccc1)C(=O)OCc1ccccc1
24. Cc1cc2ccccc2c(=O)n1CC(=O)NCC(=O)N1CCN(c2ccccc2)CC1
Assay by compound	19	20	21	22	23	24
Thrombin inh	0	-1	0	30	-7	1
PPC-1+TRAIL kill	18	24	2	6	18	6
EBV gp42 block	-6	1	-30	-8	-4	-21
Furin inh	-20[20 µM]	-25	-24[20 µM]	-2	-21	-12
m-calpain inh	-9	-4	-26	24	24	-7
TRPML3 ag	0.4	0.7	-0.7	0.2	-0.6	0.0
TRPN1 ag	0.0	0.4	0.8	1.7	-2.4	-0.1
TbHK1 inh	-11	18	0	-13	2	-4
Cl transport mod	·	-0.16	-0.2	-0.53	-1.5	·

25. COCCNc1nc2nonc2nc1N1CCC(N(C)C)C1 (centres undefined)
26. CCOC(=O)c1ccccc1-c1csc(N)n1
27. CCC(C)(C(=O)NC1CCCC1)N(C(=O)c1ccccn1)c1ccc(C)cc1 (centres undefined)
28. Cc1noc(NS(=O)(=O)c2ccc(N/C=C/C(=O)c3ccncc3)cc2)c1C
29. COc1ccc(CCNC(=O)CSc2nnnn2-c2ccccc2)cc1
30. O=C(NCc1ccccc1)c1ccccc1Br
Assay by compound	25	26	27	28	29	30
Thrombin inh	-11	-2	1	-8	6	0
PPC-1+TRAIL kill	12	-5	7	13	-13	-13
EBV gp42 block	-7	0	-7	-3	-13	4
Furin inh	-5	-7	-4[20 µM]	-15[20 µM]	-12	-26
m-calpain inh	22	6	-16	-6	9	-10
TRPML3 ag	-0.3	0.4	0.2	0.4	-0.5	1.0
TRPN1 ag	1.2	0.3	-1.8	-0.6	-1.3	-0.7
TbHK1 inh	-19	-1	-9	-36	2	-3
Cl transport mod	·	-1.9	0.25	0.0078	-1.1	0.032

31. Nc1nc(-c2ccccn2)nc(N)c1Cc1ccc(Cl)cc1Cl
32. CN(c1ccccc1C(=O)N1CCCC1)S(C)(=O)=O
33. COc1cccc(C(=O)NNC(=O)Cc2cccs2)c1
34. Cc1occc1-c1nnc(SCC(=O)N2CCc3ccccc32)o1
35. CCN(CC(=O)Nc1ccc(C(=O)Nc2ccc(OC)cc2)cc1)Cc1nc2ccccc2c(=O)[nH]1
36. CCCOc1cccc(-c2cc(-c3n[nH]c(=S)n3CC)c3ccccc3n2)c1
Assay by compound	31	32	33	34	35	36
Thrombin inh	-16	-5	15	-2	-6	-4
PPC-1+TRAIL kill	3	22	-5	-5	20	28
EBV gp42 block	6	-10	-21	-29	-13	7
Furin inh	-12	-18[20 µM]	-23	-24[20 µM]	-13	2[20 µM]
m-calpain inh	-7	4	8	8	-11	-53
TRPML3 ag	2.3	0.9	0.8	0.3	0.1	-1.9
TRPN1 ag	3.1	1.0	0.0	0.6	-1.1	-0.6
TbHK1 inh	-5	-7	11	4	-8	7
Cl transport mod	0.16	0.77	1.4	0.87	·	·

37. Cn1c(=O)[nH]c(=O)c2c1nc(Br)n2CCSc1nc2ccccc2o1
38. O=C1CN(C(=O)COc2ncnc3ccccc23)c2ccccc2N1
39. Clc1ccc(COn2c(-c3ccc(Cl)cc3Cl)nc3ncccc32)cc1
40. CC(C)NCC(O)COC1CCC(C(C)(C)C)CC1 (centres undefined)
41. CCOC(=O)Cc1csc(NC(=O)c2cc(=O)c3ccccc3o2)n1
42. COC(=O)c1sc2nc(N3CCCCC3)c3c(c2c1N)CC(C)(C)N(C)C3
43. COc1ccc(NC(=O)c2cccc(S(=O)(=O)Nc3ccc(Br)cc3)c2)cn1
44. c1ccc(-c2cc3c(N4CCCC4)ncnc3s2)cc1
45. O=C(NCC(=O)N(Cc1cccs1)C(C(=O)NC1CCCC1)c1cccnc1)c1ccco1 (centres undefined)
Assay by compound	37	38	39	40	41	42	43	44	45
Thrombin inh	3	-6	-4	-3	-10	·	28	-4	-4
PPC-1+TRAIL kill	25	-2	5	-1	-8	·	14	20	12
EBV gp42 block	-7	-7	-4	-8	-2	·	21	-3	11
Furin inh	-23	-13[20 µM]	-8[20 µM]	-17	-11	-15[20 µM]	4	-16	-18[20 µM]
m-calpain inh	-35	3	15	9	15	·	25	-91	15
TRPML3 ag	0.4	0.9	-0.1	0.8	2.1	1.1	0.1	-0.5	0.4
TRPN1 ag	0.5	0.1	-2.5	1.1	3.0	0.3	5.8	-2.8	-0.1
TbHK1 inh	2	3	-7	2	-20	-16	4	-10	3
Cl transport mod	·	-0.004	·	0.35	-2.4	1.4	-1.3	-1.6	-0.1
